ALDH1A1 inh = ALDH1A1 (human) enzyme inhibition. Purified ALDH1A1, NADH fluorescence, propionaldehyde substrate. Potency, µM (titrated, usually from 75.3 µM), without a hit: at the highest dose activity, negative = inhibition, actives largely listed as inhibitors. 7.3% of 220,000 active. AID 1030; active = well fitted inhibition curve with a large enough effect, not every such curve was filed as active; inconclusive = small, poorly fitted or top-dose-only effect, or another doubt; inactive = no such curve, though single readings can be large or run the other way;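 also: plate controls were no enzyme wells and a reference inhibitor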
Target sequence (P00352 whole entry, looked up): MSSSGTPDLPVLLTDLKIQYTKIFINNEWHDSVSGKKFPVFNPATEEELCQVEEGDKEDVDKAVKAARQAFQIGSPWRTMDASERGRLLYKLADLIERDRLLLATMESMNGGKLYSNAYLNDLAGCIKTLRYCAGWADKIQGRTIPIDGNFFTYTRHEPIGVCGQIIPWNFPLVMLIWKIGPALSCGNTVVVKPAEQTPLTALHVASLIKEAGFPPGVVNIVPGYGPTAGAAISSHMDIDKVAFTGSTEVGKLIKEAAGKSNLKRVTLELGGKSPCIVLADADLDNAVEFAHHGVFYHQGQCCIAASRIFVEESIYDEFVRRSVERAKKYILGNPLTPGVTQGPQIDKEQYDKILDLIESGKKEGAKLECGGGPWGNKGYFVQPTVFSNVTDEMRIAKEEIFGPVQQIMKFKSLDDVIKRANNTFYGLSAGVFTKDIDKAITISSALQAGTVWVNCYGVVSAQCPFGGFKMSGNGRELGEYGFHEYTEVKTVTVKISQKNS
GAA glycogen = alters human alpha-glucosidase cleavage of glycogen | 0.38% of 300,000 active | AID 2100 | Potency, µM (top dose mostly 76.4 µM), for the others: at the highest dose activity change, negative = inhibition, most hits filed as inhibitors | recombinant GAA, glycogen substrate, Amplex Red glucose oxidase fluorescence;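 also: 0% = full enzyme reaction and -100% = no-enzyme basal signal; the screen sought inhibitors and activators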
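Recombinant human enzyme (4 nM); glycogen substrate; 37 C, 40 min, pH 5.0. Readout: coupled glucose oxidase/Amplex Red fluorescence.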
Epigenetic derep = epigenetic control regulation, reporter derepression; murine LDR cells, GFP reporter derepression, 30 h; 0.2% of 280,000 active; Potency, µM (series often up to 53.9 µM), without a hit: top-dose GFP activation, actives largely listed as activators; also: % of control where 0% means no effect; nearly all actives have a fitted effect of over 60% in size
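Derepression of a silenced CMV-GFP reporter in murine LDR cells is scored by enumerating GFP-positive cells with a laser-scanning microplate cytometer after 30 hours of treatment at 37 C.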
Tau fluor counter = counter-screen for tau fibril formation inhibitors; tau K18 P301L Alexa594 fluorescence, heparin fibrillization; Potency, µM (top dose mostly 57.7 µM), for inactives: at the top dose activity change, negative = decrease; 0.93% of 280,000 active; also: % is scaled to controls: 0 for no effect and ±100 for the full control effect; nearly all actives have a fitted effect of over 55% in size
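Human tau K18 P301L (15 uM unlabeled, 0.24 uM Alexa 594-labeled) in 100 mM sodium acetate pH 7 with 20 uM heparin, 6 hr at 37 C. ThT 30 uM added, 1 hr ambient; Alexa 594 FP and total fluorescence read at 555/632 nm.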
GAA inhib = blocks human lysosomal alpha-glucosidase; P10253; purified human GAA, 4-MU-alpha-glucoside fluorescence; Potency, µM (highest dose often 76.9 µM), for inactives: top-dose activity change, negative = inhibition, most hits filed as inhibitors; 0.005% of 200,000 active;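 also: plate controls were uninhibited enzyme wells for no effect and no-enzyme background for full effect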
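Fluorogenic assay: 4 nM human alpha-glucosidase with 400 uM 4-methylumbelliferyl-alpha-D-pyranoside in 50 mM citrate/phosphate, 0.005% Tween-20, pH 5.0, 20 min at room temperature. Compounds tested up to 77 uM; AC50 from Hill fits.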
aGal spleen mod = alpha-galactosidase A (human) modulation; 0.008% of 240,000 active; P06280; Potency, µM (highest dose often 80 µM), inactives show top-dose activity change, negative = inhibition, most hits filed as inhibitors; human spleen homogenate, 4MU-alpha-Gal fluorescence, 40 min;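 also: 0% = enzyme with vehicle and -100% = no enzyme basal signal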
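Human spleen homogenate (1 ug) was the enzyme source, with 4-methylumbelliferyl-alpha-D-galactopyranoside (1 mM final) in pH 5.0 citrate buffer with 0.01% Tween-20. Compounds were titrated; after 40 min at 37C, NaOH/glycine stop, 4-MU fluorescence read; AC50 from Hill fits.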
NPSR antagonist = blocks cAMP signaling of the human neuropeptide S receptor | Q6W5P4 | 1% of 220,000 active | Potency, µM (doses to about 38.3 µM), without a hit: top-dose activity change, negative = inhibition, usual class: inhibitors | CHO-NPSR cells, cAMP TR-FRET, antagonist mode; also: % is scaled to controls: 0 for no effect and ±100 for the full control effect; nearly all actives have a fitted effect of over 50% in size; many of its hits are not listed in these tables
Target sequence (Q6W5P4 whole entry, looked up): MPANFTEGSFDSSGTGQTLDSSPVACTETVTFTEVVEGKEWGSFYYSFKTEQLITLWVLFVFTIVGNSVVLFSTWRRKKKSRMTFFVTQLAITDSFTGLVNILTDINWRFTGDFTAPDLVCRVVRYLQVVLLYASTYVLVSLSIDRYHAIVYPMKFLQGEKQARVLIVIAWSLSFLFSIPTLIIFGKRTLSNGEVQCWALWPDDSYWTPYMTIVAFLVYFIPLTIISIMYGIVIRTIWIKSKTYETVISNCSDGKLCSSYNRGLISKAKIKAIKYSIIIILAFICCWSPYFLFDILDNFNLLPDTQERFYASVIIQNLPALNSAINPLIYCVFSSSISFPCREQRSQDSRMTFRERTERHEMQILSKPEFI
aGlu spleen mod = inhibitors or activators of human alpha-glucosidase in spleen homogenate | P10253 | Potency, µM (doses to about 79.9 µM), without a hit: at the highest dose activity change, negative = inhibition, usual class: inhibitors | human spleen homogenate, 4-MU-alpha-glucoside fluorescence | AID 2112 | 0.006% of 240,000 active;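 also: 0% = enzyme with vehicle and -100% = no enzyme basal signal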
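Human spleen homogenate (1 ug) with 4-methylumbelliferyl-alpha-D-glucopyranoside (1 mM final) in 50 mM citrate/phosphate pH 5.0, 0.01% Tween-20; 40 min at 37 C. Stopped at pH 10; 4-MU fluorescence Ex 365/Em 440 nm; AC50 by Hill fit.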
Starred values were filed as active, the others as inactive; u = inconclusive; x = not tested or not shown; [ ] = dose if it differs, or a comment. Unless noted, calls follow the shape of the dose curve; as a rule, active = well fitted curve in the direction sought with a large enough effect; inconclusive = small, poorly fitted or top-dose-only effect, or another doubt; inactive = no such curve, though single readings can be large; an effect the other way counts as inactive or inconclusive. Potency is read from the fitted curve at half-maximal effect. Not all compounds are listed; the hit share may differ from the screen's.

SMILES | ALDH1A1 inh | GAA glycogen | Epigenetic derep | Tau fluor counter | GAA inhib | aGal spleen mod | NPSR antagonist | aGlu spleen mod
CCOC(=O)c1cnn(-c2nc(CC)nc3sc4c(c23)CCC4)c1N | 1% | 4% | -2.9% | -4% | -2% | 4% | -13%[46.1 µM] | 0%
Cn1nc(-c2ccc(Cl)cc2)c2cc(C(=O)N3CCCC3)sc21 | -2% | 6% | 0.8% | -2% | 4%[15.4 µM] | -5% | u | -2%
CC(C)c1ccc(/C=N/NC(=O)c2c(Cl)cnn2C)cc1 | 5% | 2% | -1.1% | 2% | 2% | 6% | 6% | -17%
CC(C)c1cccc(C(C)C)c1NC(=O)COC(=O)c1ccc2c(c1)S(=O)(=O)c1ccccc1C2=O | -9% | 10% | -3.0% | -16% | 0% | 2% | 8% | 5%
COC(=O)c1cccc(NC(=O)c2cccs2)c1C | 1% | -3% | 1.1% | 4% | 2% | 3% | -2%[46.1 µM] | 0%
Cc1ccc(N2C(=O)SC(N(CC(=O)O)c3ccc(C)cc3)C2=O)cc1 (stereo unspecified) | 15% | -4% | 1.0% | 2% | -4% | 6% | -15% | 7%
COc1ccc(C2C(C(=O)C(C)(C)C)=C(O)C(=O)N2Cc2ccccc2)cc1 (stereo unspecified) | 8% | -2% | 0.0% | 9% | 6% | -4% | -30% | 0%
CC(=O)NC(Cc1ccc(F)c(F)c1)C(=O)NC1CCN(c2c(Cc3ccccc3)c(C)nc3ncnn23)CC1 (stereo unspecified) | -10% | -6% | -0.1% | -36% | 7% | -9% | 6% | 4%
CC(C)Oc1ccc(-c2cc(C(=O)NCCN3CCOCC3)c3ccccc3n2)cc1 | u | 0% | -0.9% | -19% | 1% | 5% | -10%[46.1 µM] | -7%
CCCOP(=O)(OCCC)C(NC(=O)C(C)(C)C)c1ccccc1 (stereo unspecified) | 15% | 15% | -1.9% | 2% | 2% | -8% | 20% | -2%
COc1cc(-c2[nH]ncc2CN(C)Cc2nonc2C)cc(OC)c1OC | 6% | 8% | -0.2% | 2% | x | 7% | -2% | -4%
C=CCN1C(=O)/C(=C2/C(=O)N(CC(=O)O)c3ccccc32)S/C1=N/c1nccs1 | -14% | -14% | -1.0% | u | -1% | 0% | 2%[46.1 µM] | -13%
CCC(=O)NC(NC(=S)Nc1ccccc1Br)C(Cl)(Cl)Cl (stereo unspecified) | 7% | -5% | -0.9% | -2% | 1% | 0% | 5% | 3%
NC(=O)C1(N2CCCCC2)CCN(c2ccc3nnc(-c4ccccc4)n3n2)CC1 | 4% | 24% | -0.2% | -15% | -1% | 4% | -10%[46.1 µM] | 2%
COc1ccc2oc(C(=O)Nc3nc4ccccc4[nH]3)c(C)c2c1 | x | 4% | u | -11% | x | 7% | -49% | 2%
CCOc1ccc(NC(=O)COC(=O)CCCc2c[nH]c3ccccc23)cc1 | 16µM* | 15% | -1.6% | u | -19% | -11% | -3%[46.1 µM] | -15%
COc1ccc(OCC(=O)Nc2ccccc2OC(F)F)cc1 | -2% | 3% | 0.0% | 6% | -15% | 7% | -9%[46.1 µM] | -8%
Clc1cc2c(c(CSc3nc4ccccc4n4cccc34)c1)OCOC2 | 0% | 8% | 2.2% | -20% | -10% | -5% | u | -6%
CCOC(=O)c1cnc2ccc(C(=O)OC)cc2c1Nc1ccc(C(=O)O)cc1 | 4% | -2% | -2.7% | 8% | 6% | 7% | -23% | 7%
Cc1nc(C)c(-c2csc(Nc3ccc(F)cc3)n2)s1 | u | -26% | 2.5% | 20µM*[quencher] | -10% | -16% | -52% | x
Cc1nc(NC(=S)Nc2ccccc2)sc1C | 22µM* | u | 4.5% | u | -10% | -1% | 1.3µM* | -1%
CN1C(=O)CSc2ccc(NC(=O)NCc3ccccc3)cc21 | -6% | 16% | 1.3% | -5% | 1% | 1% | 10% | 4%
CCOC(=O)c1oc2c(c1C)/C(=N/O)CCC2 | -15% | 6% | -0.9% | -11% | 0% | 20% | 6%[46.1 µM] | 0%
O=C(CSc1nnc(-c2ccc(F)cc2)n1-c1ccccc1)NCCN1C(=O)CSC1=O | 6% | 4% | 4.8% | 2% | 0% | -1% | 8% | 7%
CCOC(=O)C1=C(Cn2ccc(C(F)(F)F)n2)NC(=O)NC1c1ccc2c(c1)OCO2 (stereo unspecified) | 4% | 0% | -1.1% | -11% | 1% | 4% | 12%[46.1 µM] | -1%
Nc1cccc(C(=O)Nc2ccccc2Cl)c1 | 12% | 4% | -0.8% | -8% | -5% | -9% | -2%[46.1 µM] | -2%
CN1CCN(c2ccnc(-c3ccccc3C(F)(F)F)n2)CC1 | u | x | -3.7% | 3% | x | -1% | x | 6%
CC(=O)COC(=O)CNC(=O)c1ccc(Br)cc1 | 9% | 4% | -0.1% | -3% | -5% | -4% | 0%[46.1 µM] | -2%
CCC(CC)C1=NN2C(=N)/C(=C\c3cc(C)n(-c4cccc(C)c4)c3C)C(=O)N=C2S1 | 6% | -4% | -1.9% | -13% | 0% | 8% | -49% | 3%
CCc1nc(C#N)c(N2CCCCC2)o1 | 1% | -4% | -5.1% | 6% | 4% | -24% | 23% | 1%
CC(=O)N(c1nc(CCl)cs1)c1c(C)cc(C)cc1C | 2% | 4% | -1.5% | 8% | 9% | 7% | 9% | 2%
Cc1ccc(C)c(N2CCN(c3nnnn3-c3ccccc3)CC2)c1 | -12% | -4% | -1.0% | -20% | -2% | 3% | u | -3%
COc1c(Cl)cc(C(=O)NN)cc1Cl | 2.2µM* | u | -1.8% | -1% | 2% | -1% | -11% | -5%
CCSc1nnc(Cc2cc(=O)[nH]c(=O)[nH]2)n1-c1cc(C)ccc1C | -4% | 8% | -0.9% | -11% | u | -8% | 6%[46.1 µM] | 2%
CCN(CC)CCOc1ccc(/C(=C(\Cl)c2ccccc2)c2ccccc2)cc1 | -6% | x | 1.3% | -11% | x | 3% | x | -3%
CCCC(=O)Nc1nc2n(n1)C(c1ccccc1)CC(=O)N2 (stereo unspecified) | 3% | 6% | -1.5% | 2% | -2% | 0% | 1%[46.1 µM] | -4%

Random excerpt: seven compounds from above.
SMILES | ALDH1A1 inh | GAA glycogen | Epigenetic derep | Tau fluor counter | GAA inhib | aGal spleen mod | NPSR antagonist | aGlu spleen mod
CN1CCN(c2ccnc(-c3ccccc3C(F)(F)F)n2)CC1 | u | x | -3.7% | 3% | x | -1% | x | 6%
Nc1cccc(C(=O)Nc2ccccc2Cl)c1 | 12% | 4% | -0.8% | -8% | -5% | -9% | -2%[46.1 µM] | -2%
NC(=O)C1(N2CCCCC2)CCN(c2ccc3nnc(-c4ccccc4)n3n2)CC1 | 4% | 24% | -0.2% | -15% | -1% | 4% | -10%[46.1 µM] | 2%
CC(=O)NC(Cc1ccc(F)c(F)c1)C(=O)NC1CCN(c2c(Cc3ccccc3)c(C)nc3ncnn23)CC1 (stereo unspecified) | -10% | -6% | -0.1% | -36% | 7% | -9% | 6% | 4%
O=C(CSc1nnc(-c2ccc(F)cc2)n1-c1ccccc1)NCCN1C(=O)CSC1=O | 6% | 4% | 4.8% | 2% | 0% | -1% | 8% | 7%
CN1C(=O)CSc2ccc(NC(=O)NCc3ccccc3)cc21 | -6% | 16% | 1.3% | -5% | 1% | 1% | 10% | 4%
CCOC(=O)c1cnn(-c2nc(CC)nc3sc4c(c23)CCC4)c1N | 1% | 4% | -2.9% | -4% | -2% | 4% | -13%[46.1 µM] | 0%

Continuation:
SMILES | ALDH1A1 inh | GAA glycogen | Epigenetic derep | Tau fluor counter | GAA inhib | aGal spleen mod | NPSR antagonist | aGlu spleen mod
CCC(C)(C)n1nnnc1C(c1ccc(OC)c(OC)c1)N1CCN(c2ccccc2)CC1 (stereo unspecified) | u | -2% | 0.0% | 6% | -3% | 5% | -25%[46.1 µM] | -5%
O=C(Cc1noc2ccccc12)Nc1ccc2ccccc2c1 | -9% | -2% | -2.2% | u | -31% | -8% | -40% | 0%
CCC(CC)NC(=O)c1cccc([N+](=O)[O-])c1C | 11% | 7% | -1.3% | 14% | 6% | -20% | 5% | 0%
Cc1cc2oc(=O)c3c(c2cc1OCc1nn[nH]n1)CCCC3 | u | 3% | -1.1% | -3% | 5% | -4% | 14%[46.1 µM] | 1%
O=C(CNC1CCCCC1)N1CCc2ccccc2C1 | 11µM* | -15% | -0.1% | -3% | -6% | 9% | -5%[46.1 µM] | 0%
Cc1oc2cc3c(C(=O)N4CCCCC4)c(C)oc3cc2c1C(=O)N1CCCCC1 | u | -9% | 3.1% | 6% | -9% | -8% | -16%[46.1 µM] | 0%
COc1ccc(CN(Cc2ccc(C(=O)O)cc2)C(=S)Nc2cc(C)cc(C)c2)cc1OC | 5% | -16% | 0.2% | -1% | 5% | 4% | -40% | 5%
COc1ccc(NS(=O)(=O)c2ccc(NC(=O)c3ccc(N(C)S(C)(=O)=O)cc3)cc2)c(OC)c1 | -2% | 5% | 1.1% | -15% | -2% | -3% | 7% | 0%
Cc1cccc(NC(=O)c2c(-c3ccccc3)noc2C)n1 | u | 3% | -0.1% | 5% | 6% | 9% | -1% | 6%
COc1cc(C(=O)Nc2ccc(C#N)cc2)c([N+](=O)[O-])cc1OC | -4% | 0% | 2.6% | -11% | -6% | -7% | 6% | 1%
O=C(CN1CCN(c2ccccn2)CC1)N1CC(O)CO1 (stereo unspecified) | -6% | -2% | 0.9% | 1% | 8% | 3% | 5% | -13%
O=C(Cc1csc(N2CCOCC2)n1)N/N=C/c1ccccc1C(=O)O | x | 1% | -0.3% | -2% | x | 2% | -4%[7.67 µM] | -1%
O=C(Cn1cc(C(F)(F)F)ccc1=O)N1CCN(S(=O)(=O)c2ccc(Cl)cc2)CC1 | -22% | 4% | 0.0% | -8% | -15% | -4% | 12%[46.1 µM] | -7%

NPSR antagonist, what is marked active above.
SMILES	ALDH1A1 inh	GAA glycogen	Epigenetic derep	GAA inhib	aGal spleen mod	NPSR antagonist	aGlu spleen mod
Cc1nc(NC(=S)Nc2ccccc2)sc1C	22µM*	u	4.5%	-10%	-1%	1.3µM*	-1%
